HEK293 tox: kills HEK 293 cells; Potency, µM (titrated, usually from 115 µM), without a hit: at the highest dose activity change, negative = cytotoxicity, actives largely listed as inhibitors; 6.6% of 94,000 active; HEK 293 viability, ATP luminescence (CellTiter-Glo), 48-72 h; note: potency is the fitted concentration of half-maximal effect; nearly all actives have a fitted effect of over 60% in size
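Luminescence from cellular ATP, measured with CellTiter-Glo, indicates HEK 293 viability. Cells plated at 250 cells/well are treated with compound for 48 or 72 hr at 37 degree Celsius before reagent addition.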
IP6K1 inhibitor: inhibitors of human IP6K1; IP6K1 kinase, ADP-Glo luminescence, 2 h; hits give low values; activity change, % (series mostly up to about 58 µM); 0.81% of 140,000 active; AID 1645851; in the data active = activity change below about -25%
Target sequence (Q92551 whole entry, looked up): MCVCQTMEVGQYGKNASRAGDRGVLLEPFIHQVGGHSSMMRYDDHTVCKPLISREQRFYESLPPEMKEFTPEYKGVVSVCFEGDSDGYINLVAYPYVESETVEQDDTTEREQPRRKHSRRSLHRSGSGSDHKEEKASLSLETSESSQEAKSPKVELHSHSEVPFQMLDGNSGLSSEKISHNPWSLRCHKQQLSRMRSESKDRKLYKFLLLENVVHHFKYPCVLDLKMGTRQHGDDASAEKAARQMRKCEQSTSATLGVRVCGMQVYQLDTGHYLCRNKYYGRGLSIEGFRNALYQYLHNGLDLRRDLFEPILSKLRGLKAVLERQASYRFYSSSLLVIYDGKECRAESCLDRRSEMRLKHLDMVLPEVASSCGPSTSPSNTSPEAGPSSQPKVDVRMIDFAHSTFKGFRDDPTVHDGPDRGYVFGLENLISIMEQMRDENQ
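ADP-Glo luminescence measures ADP made by human IP6K1 during a 2 h RT reaction with ATP/IP6 (mix at 1.3 mM/130 uM); top library doses 57.5 and 19.1 uM final.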
FLuc inh: blocks purified firefly luciferase enzyme activity | Potency, µM (series often up to 115 µM), without a hit: top-dose activity change, negative = inhibition, actives largely listed as inhibitors | 2.5% of 76,000 active | purified P. pyralis luciferase, luminescence, biochemical | P08659; note: potency is the fitted concentration of half-maximal effect; nearly all actives have a fitted effect of over 65% in size
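Inhibitors were tested against purified firefly luciferase in a biochemical, low-substrate format (both substrates at 10uM) and luminescence measured with a CCD imager.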
3T3 cytotox: cytotoxic compounds in NIH 3T3 cells. NIH 3T3 viability, CellTiter-Glo ATP luminescence, 48-72 h. Potency, µM (highest dose often 96.7 µM), for inactives: at the highest dose activity change, negative = cytotoxicity, hits mostly inhibitors. 4.3% of 94,000 active; note: potency is the fitted concentration of half-maximal effect; nearly all actives have a fitted effect of over 55% in size
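First NIH 3T3 cells are plated at 400 cells/well; next compound is pinned in; then plates incubate 48 or 72 hr at 37 °C; finally CellTiter-Glo is added and luminescence read after 10 min.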
GPT2 inhibitor: blocks human glutamate pyruvate transaminase 2; Q8TD30; Recombinant GPT2, coupled pyruvate oxidase/HRP Amplex Red fluorescence; Potency, µM (top dose mostly 57.7 µM), for the others: top-dose activity change, negative = inhibition, actives largely listed as inhibitors; 0.25% of 100,000 active; AID 1671188; note: potency is the fitted concentration of half-maximal effect; nearly all actives have a fitted effect of over 60% in size; many of its hits are not listed in these tables
Target sequence (Q8TD30 whole entry, looked up): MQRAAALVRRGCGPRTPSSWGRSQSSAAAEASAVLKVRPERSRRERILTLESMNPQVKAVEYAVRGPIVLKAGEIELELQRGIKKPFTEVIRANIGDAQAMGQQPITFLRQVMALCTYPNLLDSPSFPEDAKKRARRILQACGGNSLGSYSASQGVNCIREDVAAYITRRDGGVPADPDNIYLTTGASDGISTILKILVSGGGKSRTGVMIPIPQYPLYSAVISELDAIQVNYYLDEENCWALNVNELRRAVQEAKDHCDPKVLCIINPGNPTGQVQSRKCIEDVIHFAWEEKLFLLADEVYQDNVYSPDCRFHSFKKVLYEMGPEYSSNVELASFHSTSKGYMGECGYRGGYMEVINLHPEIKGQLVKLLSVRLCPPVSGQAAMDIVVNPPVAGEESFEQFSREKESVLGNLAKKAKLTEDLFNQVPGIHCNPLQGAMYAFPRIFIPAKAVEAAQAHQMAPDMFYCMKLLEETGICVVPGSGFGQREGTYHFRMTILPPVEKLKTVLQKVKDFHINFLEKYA
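Fluorescence read-out: pyruvate from GPT2 turnover coupled to pyruvate oxidase, HRP and Amplex Red (0.2mM ThPP, 0.2U/mL PO and HRP, 50uM Amplex final). Substrates 250uM a-KG, 2mM L-alanine; enzyme 10ng/uL; 30 min RT.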
SNCA expr inhib: SNCA gene expression inhibition; 0.17% of 140,000 active; HEK-293 SNCA-luciferase knock-in, luminescence, 24 h; Potency, µM (highest dose often 57.2 µM), for the others: at the top dose activity change, negative = inhibition, hits mostly inhibitors;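 note: potency is the fitted concentration of half-maximal effect; plate controls were DMSO cells for no effect and cell-free wells for full effect; nearly all actives have a fitted effect of over 45% in size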
HEK293 viab: reduces viability of HEK-293 SNCA reporter cells; HEK-293-SNCA-luc viability, GF-AFC fluorescence, 24 h; Potency, µM (series often up to 57.1 µM), without a hit: at the highest dose activity change, negative = cytotoxicity, most hits filed as cytotoxic; 0.12% of 150,000 active; AID 1671193;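 note: potency is the fitted concentration of half-maximal effect; 0% = DMSO-treated cells and -100% = medium-only wells without cells; nearly all actives have a fitted effect of over 30% in size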
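Cytotoxicity counterscreen: after 24 h compound treatment of genome-edited SNCA-luciferase HEK-293 cells, live-cell protease substrate GF-AFC read by fluorescence after 30 min; activity scaled between DMSO (0%) and medium-only (-100%), curves Hill-fitted.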
* hit, by the source's call; i = inactive; ? = inconclusive; . = no result given; [ ] = another dose, or the depositor's remark. Unless noted, calls come from the whole dose curve; as a rule, active = well fitted curve in the direction sought with a large enough effect; inconclusive = small, poorly fitted or top-dose-only effect, or another doubt; inactive = no such curve, though single readings can be large; an effect the other way counts as inactive or inconclusive. Unless noted, % is set by controls: 0 for no effect and ±100 for the full control effect. A portion of the library. The share of hits here may be higher or lower than overall.

compound	HEK293 tox	IP6K1 inhibitor	FLuc inh	3T3 cytotox	GPT2 inhibitor	SNCA expr inhib	HEK293 viab
O=S(=O)(NCCc1nnc2ccc(SCc3ccc(Cl)cc3Cl)nn12)c1ccccc1	.	26	.	.	.	27%	-5%
CCC(=O)N1Cc2ccccc2CC2(CCN(Cc3ccncc3)CC2)C1	-18%	-2	.	-1%	i	-12%	0%
CCc1ccc(CNC(=O)C2CCN(c3nnc(C)c4c(C)n(-c5ccc(C)cc5)nc34)CC2)cc1	.	-1	.	.	.	-12%	-2%
CCCc1noc(-c2cccn3c(CNC(=O)Cc4ccccc4OC)nnc23)n1	-14%	8	1%	-23%	i	7%	1%
N#Cc1ccc(C(=O)N2CCCCCNC(=O)CC2c2ccccc2)cc1 (stereo unspecified)	i	-11	6%	i	-29%	5%	4%
COc1ccc(-c2nc(SCC(=O)N3CCCCC3C)n[nH]2)cc1 (stereo unspecified)	.	12	.	.	.	18%	8%
COC(=O)CNC(=O)c1cc(-c2ccc(C(F)(F)F)cc2)nc2c1cnn2C	?	-13	.	?	.	.	.
COc1ccc(N2CC(NC(=O)C(=O)c3c[nH]c4ccccc34)CC2=O)cc1 (stereo unspecified)	.	6	.	.	.	27%	2%
Cc1ccccc1-c1noc(-c2ccccc2OCC(=O)Nc2cccc([N+](=O)[O-])c2)n1	.	11	.	.	.	25%	17%
Cc1nc2scc(CC(=O)NCCC(C)C)n2c(=O)c1-c1cc(C)n(-c2cc(F)ccc2F)n1	?	9	0%	?	i	?	-19%
CCOC(=O)Cn1c(=O)n(C2CCCCC2)c2nc(-c3cccc(OC)c3)nc(C(N)=O)c21	.	18	.	.	.	497%[activator]	25%
NCCc1ccc(CN2CCC3(CC2)OCCCC3O)cc1 (stereo unspecified)	-22%	-13	6%	-4%	-4%[11.5 µM]	5%	-4%
Cc1ccc2onc(CC(=O)Nc3ccc(C(C)C)cc3)c2c1	.	-12	.	.	.	-3%	5%
COCC1(CNS(=O)(=O)c2ccc(Cl)cc2)C[C@@H](O)[C@@H](O)C1 (stereo partly specified)	-22%[172 µM]	-5	-2%[172 µM]	-11%[174 µM]	-27%[88.5 µM]	0%[87.6 µM]	4%[87.6 µM]
O=C(NCc1nnc2n1C(C(=O)NC1CC1)CC2)c1ccc(Cl)cc1Cl (stereo unspecified)	-16%	9	.	-2%	3%	4%	6%
CNC(=O)Cn1nc(C(=O)N2CCC3(CC2)[C@H](O)C[C@@H]3O)cc1C	-4%	9	-1%	-3%	-4%	5%	-4%
c1ccc(-c2nc(CC3CCCNC3)no2)cc1 (stereo unspecified)	4%	4	-12%	-11%	i	93%[activator]	17%
Cc1cn2nc(C(=O)N3CCC(NC(=O)c4ccc(Cl)cc4)CC3)cc2c(=O)[nH]1	-7%	9	-11%	?	i	-11%	8%
CCC(C)C(=O)OC1C(C)C2(O)C(C=C(CO)CC3(O)C(=O)C(C)=CC32)C2C(C)(C)C12OC(=O)C(C)C (stereo unspecified)	.	13	.	.	?	.	-14%[23.9 µM]
CN(C)C(=O)NC1CCN(c2ccc3nnc(C4CC4)n3n2)C1 (stereo unspecified)	-1%[172 µM]	16	.	i	.	.	.
Cc1cc(C)c(NC(=O)CCN2C(=O)c3ccccc3Sc3ncccc32)c(C)c1	.	3	.	.	.	-16%	-15%
COc1ccc(CNC(=O)c2ccc3nnc(-c4ccc(Cl)cc4)n3c2)cc1	-24%	-1	.	?	i	63%[activator]	-3%
O=C(NC1(CN2CCOCC2)CCCC1)c1ccc(C2CCCNC2)cc1 (stereo unspecified)	-14%	-6	4%	-29%	5%	-12%	-29%
Cc1nc(C2(C)CCN(S(=O)(=O)c3c(C)noc3C)CC2)no1	9%	-7	4%	-6%	i	7%	-8%
O=C(C1CCCC1)N1CCC(C(=O)N2CCC(c3nc4ncccc4[nH]3)CC2)CC1	i	-9	.	-2%	-4%	-5%	-2%
COc1ccc(C(=O)N2CCC(Oc3ncccc3C(=O)N3CCCCC3)C2)c(OC)c1 (stereo unspecified)	1%	7	5%	-13%	i	4%	-15%
COc1cccc(-c2cc(C(=O)NCc3nc(-c4ccccc4)n[nH]3)[nH]n2)c1	?	-2	14µM*	?	-2%	20%	-16%
Cc1ccc2nc3n(c2c1)[C@@H](CNC(=O)c1ccc(C#N)cc1)COC3	?	1	-1%[172 µM]	89µM*	0%[88.5 µM]	-17%[87.6 µM]	-11%[87.6 µM]
Clc1ccc(N2CCN(c3ncnc4c3cnn4-c3ccccc3)CC2)cc1Cl	.	6	.	.	.	37%[activator]	2%
O=C(c1ccccc1)N1CCn2c(nnc2-c2ccncc2)C1	i	-4	.	-1%	i	?	7%

Profiles, quoted from the list. Order of values: HEK293 tox, IP6K1 inhibitor, FLuc inh, 3T3 cytotox, GPT2 inhibitor, SNCA expr inhib, HEK293 viab
NCCc1ccc(CN2CCC3(CC2)OCCCC3O)cc1 (stereo unspecified) as listed: -22%, -13, 6%, -4%, -4%[11.5 µM], 5%, -4%
COCC1(CNS(=O)(=O)c2ccc(Cl)cc2)C[C@@H](O)[C@@H](O)C1 (stereo partly specified) as listed: -22%[172 µM], -5, -2%[172 µM], -11%[174 µM], -27%[88.5 µM], 0%[87.6 µM], 4%[87.6 µM]

Arranged by count of non-hydrogen atoms (descending): 4 of the compounds above.
compound	HEK293 tox	IP6K1 inhibitor	FLuc inh	3T3 cytotox	GPT2 inhibitor	SNCA expr inhib	HEK293 viab
CCc1ccc(CNC(=O)C2CCN(c3nnc(C)c4c(C)n(-c5ccc(C)cc5)nc34)CC2)cc1	.	-1	.	.	.	-12%	-2%
O=S(=O)(NCCc1nnc2ccc(SCc3ccc(Cl)cc3Cl)nn12)c1ccccc1	.	26	.	.	.	27%	-5%
CCCc1noc(-c2cccn3c(CNC(=O)Cc4ccccc4OC)nnc23)n1	-14%	8	1%	-23%	i	7%	1%
CNC(=O)Cn1nc(C(=O)N2CCC3(CC2)[C@H](O)C[C@@H]3O)cc1C	-4%	9	-1%	-3%	-4%	5%	-4%

Carrying on:
compound	HEK293 tox	IP6K1 inhibitor	FLuc inh	3T3 cytotox	GPT2 inhibitor	SNCA expr inhib	HEK293 viab
CCNC(=O)c1cc2n(n1)CC(c1ccc(Br)cc1)OC2 (stereo unspecified)	?	-1	?	?	i	7%	2%
COc1cccc(S(=O)(=O)N2CCn3nnc(CCC(=O)N4CCOCC4)c3C2)c1	-18%	-5	.	-21%	i	-20%	-10%
CCCCCOc1ccc(-c2ccc(-c3ccc(C(=O)N[C@H]4C[C@@H](O)[C@@H](O)NC(=O)[C@@H]5[C@@H](O)[C@@H](C)CN5C(=O)[C@H]([C@@H](C)O)NC(=O)[C@H]([C@H](O)[C@@H](O)c5ccc(O)cc5)NC(=O)[C@@H]5C[C@@H](O)CN5C(=O)[C@H]([C@@H](C)O)NC4=O)cc3)cc2)cc1	.	1	.	.	i	.	-27%[23.9 µM]
O=C(NC1CC(=O)N(CCc2ccc(F)cc2)C1)C1CCCCC1 (stereo unspecified)	i	3	-4%	i	-12%	?	-10%
FC(F)(F)c1ccc(/C=C/c2nc(COc3ccc(CCCCn4ccnn4)cc3)co2)cc1	.	13	.	.	i	.	-10%
Cc1nncn1C1CN(S(=O)(=O)c2ccc3c(c2)CCC3)C1	-28%	6	.	-26%	-2%	-6%	-8%
COc1ccc2oc(-c3ccc(C)c(NC(=O)c4ccc5c(c4)OCCO5)c3)nc2c1	.	6	.	.	.	83%[activator]	?
CCN1CCC(N2CCC3(CC2)CC2C(=O)N(CC)C(=O)N2C3)CC1 (stereo unspecified)	i	-15	9%	i	-1%	2%	8%
CNC(=O)c1ccc(C2CCCN2C(=O)CCc2cc3n(n2)CCCNC3)s1 (stereo unspecified)	0%	0	-1%	3%	-5%	-10%	-10%
CCOc1ccc(CNC(=O)CN2C(=O)CSc3c2c(C)nn3-c2ccccc2)cc1	.	18	.	.	.	-19%	8%
CC(=O)N1CCC2(CC1)CC(C(C)C)=NO2	3%[230 µM]	2	.	3%[174 µM]	0%[88.5 µM]	1%[87.6 µM]	-1%[87.6 µM]
Cc1ccc(C(=O)Nc2nnc(S(=O)(=O)N3CCCc4ccccc43)s2)cc1	.	0	.	.	.	87%[activator]	-3%
Cc1cnc(CC2CCN(C(=O)COc3ccc(F)cc3)CC2)n1Cc1ccc(F)cc1	?	-3	-3%	?	1%	8%	7%
NC(=O)c1cc[nH]c1C1CCCN(C2CCN(CCc3ccccc3)CC2)C1 (stereo unspecified)	i	31	10%	-20%	-3%	3%	7%[12.5 µM]
COC[C@H](C)NC(=O)c1cn2cc(-c3ccc(OC)cc3F)n(C)c(=O)c2n1	5%	7	2%	-15%	-8%	-10%	-1%
CC(C)C[C@@H]1N[C@H](C(=O)NCc2ccccc2Cl)Cc2c[nH]c3cccc1c23	28µM*	-5	-6%[172 µM]	32µM*	-8%[88.5 µM]	?	?
CO[C@H]1C[C@@H]2CC[C@@H](C)[C@@](O)(O2)C(=O)C(=O)N2CCCC[C@@H]2C(=O)O[C@H]([C@@H](C)C[C@@H]2CC[C@H](O)[C@H](OC)C2)CC(=O)[C@H](C)C=C(C)[C@@H](O)[C@@H](OC)C(=O)[C@H](C)C[C@H](C)C=CC=CC=C1C	.	.	.	.	?	9%	?
Cc1nc2nc(SCC(=O)N(Cc3ccccc3)C(C)C)nn2c(C)c1Cc1ccccc1Cl	.	3	.	.	.	-28%	-2%
CCc1nnc(SC(CC)C(=O)NCCOC)c2cc3occc3n12 (stereo unspecified)	.	-1	.	.	.	10%	-6%
OCC1(CCCc2ccccc2)CCCNC1 (stereo unspecified)	?	1	2%	?	i	-3%	-3%
COc1ccc(N2CCN(C(=O)Cn3c(-c4ccc(F)cc4)nc(C)cc3=O)CC2)cc1	-23%	-1	0%	-9%	i	6%	2%
COc1ccc(-c2nc(CNS(=O)(=O)c3ccccc3)cs2)cc1	.	-1	.	.	.	-7%	6%
c1ccc(C(CNc2nccc(-c3ccncc3)n2)N2CCOCC2)nc1 (stereo unspecified)	4%	4	-4%	-18%	3%	71%[activator]	-6%
CC1=C(C)C(=O)C(C(CCCCCC(=O)O)c2ccccc2)=C(C)C1=O (stereo unspecified)	.	-4	.	.	-29%	8%	?
CC(C)(C)C1CCc2c(sc(NC(=O)Cn3nnc(-c4ccccc4Cl)n3)c2C#N)C1 (stereo unspecified)	.	-3	.	.	.	-15%	9%
COc1cccc(C(=O)N2C[C@H](C(N)=O)[C@H]3c4ccccc4N(CC4CC4)C(=O)[C@]32C)c1	-3%[57.5 µM]	-3	.	?	i	-18%[25.6 µM]	-25%[23.9 µM]
COC(=O)c1ccc(-n2c(CCC(=O)O)ccc2-c2ccc(C)cc2)cc1	.	-15	.	.	.	14%	10%
Cc1ccc2c(c1)CC(C)N2S(=O)(=O)c1nnc(NC(=O)c2ccccc2F)s1 (stereo unspecified)	.	0	.	.	.	-19%	-2%
